JNK3 blocker: JNK3 (human) kinase inhibition. P53779. purified JNK3 kinase activity, HTS. inhibition, % at 8 µM. 60,000 tested, 0.61% active. AID 746; in the data active = inhibition above about 17%;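 note: 0% = DMSO and 100% = reference inhibitor; many of its hits are not listed in these tables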
Cdc25B inh: human M-phase inducer phosphatase 2 inhibition | P30305 | 65,000 tested, 0.1% active | inhibition, %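 (compounds tested at 10 µM final in the well)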 | recombinant Cdc25B, OMFP fluorescence Ex485/Em525; in the data active = inhibition above about 50%
Target sequence (P30305 whole entry, looked up): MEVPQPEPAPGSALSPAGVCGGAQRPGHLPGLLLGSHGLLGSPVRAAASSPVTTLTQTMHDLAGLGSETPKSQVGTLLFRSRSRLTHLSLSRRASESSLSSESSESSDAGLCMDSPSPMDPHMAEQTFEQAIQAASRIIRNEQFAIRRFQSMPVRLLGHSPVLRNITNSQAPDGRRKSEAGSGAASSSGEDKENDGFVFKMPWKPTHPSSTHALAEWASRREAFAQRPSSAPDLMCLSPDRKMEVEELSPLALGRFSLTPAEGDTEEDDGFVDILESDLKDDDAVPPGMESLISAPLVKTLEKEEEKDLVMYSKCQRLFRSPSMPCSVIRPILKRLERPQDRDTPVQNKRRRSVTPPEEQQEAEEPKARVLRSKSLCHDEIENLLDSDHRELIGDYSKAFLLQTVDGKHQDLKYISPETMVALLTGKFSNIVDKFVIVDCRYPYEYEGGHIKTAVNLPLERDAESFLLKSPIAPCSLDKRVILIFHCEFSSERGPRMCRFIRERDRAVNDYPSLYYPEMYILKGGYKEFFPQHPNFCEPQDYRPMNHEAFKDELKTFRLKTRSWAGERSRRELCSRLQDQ
Jurkat viability: cytotoxic compounds reducing Jurkat cell viability. inhibition, % at 4 µM. 56,000 tested, 1.2% active. Jurkat E6.1 viability, ATP luminescence, 48 h;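 active = inhibition above the mean inhibition of all tested compounds plus 3 SD, cut at about 28% in these data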
TNAP act mid DEA: human TNAP activation, intermediate phosphate acceptor | 64,000 tested, under 10 active | purified TNAP, CDP-star luminescence, 100 mM DEA, 30 min; hits give high values; scale: 0 levamisole-inhibited, 1 vehicle-only enzyme | P05186 | activation factor at 20 µM;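 active = activation factor of at least 2 at 20 µM, relative to controls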
HEK293 NFkB inh: inhibitors of the PMA/ionomycin-induced NF-kB reporter in HEK293 cells | HEK-293 NF-kB luciferase reporter, luminescence | inhibition, % at 3 µM | 62,000 tested, 0.21% active | AID 465;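 active = inhibition above the mean of all tested compounds plus 3 SD, cut at about 40% in these data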;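 note: 0% = stimulated DMSO wells and 100% = 10 µM reference inhibitor 5653914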
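Reagent: PMA plus ionomycin mix as NF-kB-activating stimulus. Assay system: NF-kB luciferase reporter HEK-293 cells. Technique: luminescence from luciferase substrate reagent. Incubation: 1 h compound pre-incubation, 16 h PMA/ionomycin at 37 °C. Benchmarks: DMSO only as uninhibited control, 10 µM reference inhibitor as full inhibition. Repeats: tested once.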
PKA kinase inh: PKA (human) kinase inhibition; PKA Kemptide phosphorylation, Kinase-Glo ATP luminescence; inhibition, % at 6 µM; 65,000 tested, 0.1% active;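 active = inhibition above the screen-wide mean inhibition plus 3 SD, cut at about 21% in these data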; note: many of its hits are not listed in these tables
ROCK2 inh: inhibitors of human Rho kinase 2; O75116; 60,000 tested, 0.35% active; purified ROCK2, Kinase-Glo ATP depletion luminescence; inhibition, % at 6 µM;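 active = inhibition above the screen-wide mean inhibition plus 3 SD, cut at about 18% in these data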;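 note: plate controls were DMSO wells for no effect and Y-27632 control wells after no-enzyme background subtraction for full effect; many of its hits are not listed in these tables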
MMP13 inh: blocks human MMP13 activity; inhibition, % at 4 µM; AID 570; P45452; 65,000 tested, 0.07% active; MMP-13 fTHP FRET cleavage, Mca fluorescence;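 active = inhibition above the mean of compound-free control plate wells plus 3 SD, cut at about 14% in these data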;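 note: 0% = DMSO wells and 100% = wells with reference MMP-13 inhibitor after basal subtraction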
MKP-1 inh: blocks human MKP-1 phosphatase activity; P28562; recombinant MKP-1, OMFP hydrolysis fluorescence; inhibition, %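 (compounds tested at a single concentration somewhere between 10 and 100 µM)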; 65,000 tested, 0.15% active;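 active = inhibition above about 50%, limit read from the data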;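 note: 0% = DMSO max control wells and 100% = wells with enzyme stopped by NaOH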
Target sequence (P28562 whole entry, looked up): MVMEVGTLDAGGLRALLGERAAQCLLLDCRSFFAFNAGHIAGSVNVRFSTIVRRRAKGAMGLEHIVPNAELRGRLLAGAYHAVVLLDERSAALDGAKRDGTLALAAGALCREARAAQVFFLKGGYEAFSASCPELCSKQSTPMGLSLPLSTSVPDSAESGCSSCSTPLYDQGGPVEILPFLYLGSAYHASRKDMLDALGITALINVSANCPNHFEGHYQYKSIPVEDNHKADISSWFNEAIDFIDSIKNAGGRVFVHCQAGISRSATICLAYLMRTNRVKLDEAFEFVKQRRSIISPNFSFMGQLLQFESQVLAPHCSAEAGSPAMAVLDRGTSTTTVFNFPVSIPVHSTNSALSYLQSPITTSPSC
The depositor's hits bear a star; x = not tested or not shown; [ ] = dose if it differs, or a comment.

SMILES	JNK3 blocker	Cdc25B inh	Jurkat viability	TNAP act mid DEA	HEK293 NFkB inh	PKA kinase inh	ROCK2 inh	MMP13 inh	MKP-1 inh
Cc1cc(C(=O)Nc2c(F)cc(F)cc2Br)no1	-1	-11	-2	1	2	4	3	-3	-4
O=S(=O)(NCc1ccco1)N1CCOCC1	0	-3	3	0.9	5	9	4	7	15
O=S(=O)(NC(=NC1CCCC1)C(F)(F)F)c1ccccc1	5	-6	-2	1	1	5	5	1	15
O=C(CN1CCC(n2nnc3cc(F)ccc32)CC1)N1CCc2ccccc2C1	1	11	2	0.8	11	3	0	-2	14
COc1ccc(OC)c(C2C(C(N)=O)=C(C)Nc3nc(CCCO)nn32)c1 (configuration not stated)	0	-35	-4	1	3	4	5	0	-2
COc1ccccc1NC(=O)CSc1nnc(Cn2cnc3ccccc32)n1C	-2	-1	-3	0.9	0	5	4	1	-36
CCOc1cc(C)c(S(=O)(=O)N2CCCC2)cc1C	-1	-7	5	1	11	2	-2	7	23
N#Cc1nc(-c2ccco2)oc1NCc1ccc(F)cc1	9	-15	-1	0.9	22	11	8	-60	-18
CCOC(=O)N1CCC(Nc2c(-c3ccc(C)c(C)c3)c(=O)c2=O)CC1	0	3	4	0.9	10	10	4	0	0
CCOc1ccc(N=C(NC#N)SCC(=O)NC2CC2)cc1	4	8	x	0.9	x	4	11	-6	10
CCCN1CCN(CCCNC(=O)Cn2cc3c(n2)CCCC3)CC1	1	-8	-5	0.9	4	4	4	1	3
CCN1CCn2c3c(c4cc(Br)ccc42)CCCC31 (configuration not stated)	5	-20	0	0.9	0	7	6	3	-8
CCn1c(=O)c2ccccc2n2c(SCC(=O)NCc3cccs3)nnc12	-1	8	-4	0.9	6	12	6	3	3
CC(C)C(c1nnnn1C1CCCC1)N1CCc2ccccc21 (configuration not stated)	6	8	6	0.9	1	0	-4	-1	-14
N#Cc1cc2c(nc1SCC(=O)N1CCCCC1)CCCCC2	1	-4	6	0.9	5	5	5	-1	-8
CCn1c(=O)n(CCOC)c(=O)c2c3c(sc21)CCCC3	1	-2	8	1	12	-4	-4	5	0
Cc1cccc(CC2CC(=O)N(c3ncccn3)C2=O)c1 (configuration not stated)	3	-4	-3	0.9	10	2	1	-1	10
COCC(=O)N1CCCc2ccccc21	-8	-11	3	0.9	16	8	1	3	8
CCOc1ccc(C2CC(c3ccc(OC)cc3)n3ncnc3N2)cc1 (configuration not stated)	-1	3	-7	1	-2	2	8	-10	6
COc1cccc(/C(O)=C2/C(=O)C(=O)N(CCN3CCOCC3)C2c2cccnc2)c1 (configuration not stated)	x	-4	x	0.9	9	8	x	8	4
CCCC(=O)Nc1ccc(NC(=O)c2ccco2)cn1	x	-4	x	0.9	-9	11	x	12	12
O=C(N1CCOCC1)N1CCN(S(=O)(=O)N2CCOCC2)CC1	1	0	-1	0.9	3	0	3	4	-4
CSc1nc(C)nc2c1c(=O)n(C)c(=O)n2C	4	-8	1	0.9	6	9	6	3	-1
CCOc1ccc(NC(=O)CN2CCN(S(=O)(=O)c3ccc(Cl)cc3)CC2)cc1	17	-2	8	1	-1	7	5	1	-2
Cc1cc(C(C)(C)C)cc(C)c1CC1=NCCN1	-1	-15	x	0.8	x	-4	-2	5	-15
COCCNC(=O)c1cn(C)c(=O)c2cc(OC)c(OC)cc12	x	-3	x	0.9	17	1	x	-6	4
CC1CN(S(=O)(=O)c2cccc(C(=O)OCc3cc(=O)oc4cc(O)ccc34)c2)CC(C)O1 (configuration not stated)	-3	8	18	1	13	5	1	-38	22
CCOC(=O)c1[nH]cnc1C(=O)O	-1	1	-5	0.9	16	6	3	-5	21
CC(C)n1c2ccccc2c2nc3ccccc3nc21	1	-1	2	0.8	21	6	2	-2	-8
Cn1c(C(=O)N2CCN(c3nc4ccccc4s3)CC2)cc2sccc21	-2	4	-2	0.9	15	-3	1	6	11
CCN1C(=O)C(NC(C)=O)c2cc(OC)ccc21 (configuration not stated)	-5	-1	-4	0.9	2	2	0	-8	25
Cc1ccc(-c2csc3ncnc(-n4nc(C)cc4N)c23)cc1	1	-3	4	0.9	11	10	7	-2	-6
CCOC(=O)C1CCN(C(=O)c2ccccc2NC(C)=O)CC1	-1	-4	7	1	10	2	1	-3	24
c1ccc(N2CCN(c3nc4cc5c(cc4s3)OCCO5)CC2)cc1	-9	2	5	0.9	-33	7	5	6	9
O=C(CSc1nc2cc3c(cc2c(=O)n1CCC1=CCCCC1)OCO3)NCc1ccco1	x	-15	x	0.9	7	11	x	0	-3
CCc1[nH]nc2c1C(c1ccc(Br)s1)C(C#N)=C(N)O2 (configuration not stated)	4	0	x	0.8	x	2	6	-4	-15
COC(=O)c1c(C)[nH]c(C(C)=O)c1C	-2	6	3	0.9	16	0	1	1	15
O=C(Oc1ccc(Cl)cc1)N1CCCCC1	x	3	x	0.9	-4	0	x	1	13
COc1cccc(C(=O)OCCN(C)C(C)(C)C)c1	-5	10	x	0.9	x	-3	3	0	-15
Cc1ccc(NC(=O)c2cc(-c3cccc(O)c3)on2)cc1C	-4	0	1	0.8	-9	11	7	-1	-4
CC1CCN(C(=O)C(Cc2ccccc2)NS(=O)(=O)c2ccc3c(c2)oc(=O)n3C)CC1 (configuration not stated)	2	-4	4	1	15	5	4	-2	10
O=C(Cn1cnc2c(nnn2-c2ccccc2)c1=O)NCCc1ccccc1	-1	-9	8	0.9	5	-6	-1	3	1
CSc1ccc(S(=O)(=O)NC2CCCCCC2)cc1	-9	-13	3	0.8	7	5	5	2	3
COC(=O)Cn1c(CCS(=O)(=O)c2ccc(C)cc2)nc2ccccc21	-7	-7	-2	0.9	8	11	3	-2	-6
O=S(=O)(NCC(c1cccnc1)N1CCN(c2ccc(F)cc2)CC1)c1cc(F)ccc1F (configuration not stated)	-6	-8	-4	x	19	5	4	3	31
Cc1ccc(-n2ncc3c(NCc4ccc5c(c4)OCO5)ncnc32)c(C)c1	4	-5	x	1.1	x	2	6	1	-42
Cc1sc2ncnc(NCCCO)c2c1C	0	-7	1	0.9	16	4	4	-6	1
Cc1ccc(-n2nc(C)c3c(C)c(CCC(=O)NCc4ccco4)c(C)nc32)cc1	-2	-9	-4	0.9	10	5	-4	-73[fluorescence artefact?]	5
O=C(CCc1nc2ccccc2c(=O)[nH]1)OCc1nnc(-c2ccccc2)o1	6	-7	-3	0.9	8	10	4	3	2
CC1(C)N([O-])C(c2ccccc2)=C[N+](=O)C1(C)C	1	-14	-6	0.9	0	5	1	1	-17

Compound profiles, as listed above. Screens in order: JNK3 blocker | Cdc25B inh | Jurkat viability | TNAP act mid DEA | HEK293 NFkB inh | PKA kinase inh | ROCK2 inh | MMP13 inh | MKP-1 inh
CCOC(=O)C1CCN(C(=O)c2ccccc2NC(C)=O)CC1 across the screens: -1 | -4 | 7 | 1 | 10 | 2 | 1 | -3 | 24
Cc1cc(C(C)(C)C)cc(C)c1CC1=NCCN1 across the screens: -1 | -15 | x | 0.8 | x | -4 | -2 | 5 | -15

Continuation:
SMILES	JNK3 blocker	Cdc25B inh	Jurkat viability	TNAP act mid DEA	HEK293 NFkB inh	PKA kinase inh	ROCK2 inh	MMP13 inh	MKP-1 inh
CCc1nnc(NC(=O)c2ccc(-c3cccc(C(F)(F)F)c3)o2)s1	-5	-11	-10	0.8	-15	12	8	0	1
Cc1nc(C)c(C(=O)C2=C(O)C(=O)N(CCCN(C)C)C2c2ccco2)s1 (configuration not stated)	4	8	-3	1	22	9	5	2	-8
O=c1[nH]c2ccccc2cc1-c1noc(-c2cccnc2)n1	4	-12	0	0.9	-4	8	1	-49	-1
COc1cc2c(cc1OC)C1(NCC2)C(=O)Nc2ccccc21 (configuration not stated)	-3	-3	-3	0.9	4	-4	-2	5	21
Nn1c(SCC(=O)Nc2ccc(F)c(F)c2)nnc1C1CCCCC1	4	-6	8	1	20	-15	0	0	11
Cc1ccc(S(=O)(=O)NCc2nc3ccccc3[nH]2)cc1	-1	-15	-4	1.1	-7	9	6	-1	-1
COCCOC(=O)C1=C(C)NC2=C(C(=O)CC(C)(C)C2)C1c1cc2c(cc1Br)OCO2 (configuration not stated)	-3	-6	4	0.9	18	8	5	-17	4
COc1cc(OC)c(NC(=O)Cn2cccc2)cc1Cl	-3	-6	0	0.9	10	13	6	2	10
CCCN(CCO)Cc1ccc(Cl)c(Cl)c1	2	-10	4	0.9	7	11	6	3	-2
O=C(COc1ccc(Cl)cc1)N1CCN(C(=O)c2cccc(F)c2)CC1	-5	2	2	0.9	11	-1	-1	5	-3

Nothing new here: an excerpt of the list.
SMILES	JNK3 blocker	Cdc25B inh	Jurkat viability	TNAP act mid DEA	HEK293 NFkB inh	PKA kinase inh	ROCK2 inh	MMP13 inh	MKP-1 inh
COc1cc2c(cc1OC)C1(NCC2)C(=O)Nc2ccccc21 (configuration not stated)	-3	-3	-3	0.9	4	-4	-2	5	21
Nn1c(SCC(=O)Nc2ccc(F)c(F)c2)nnc1C1CCCCC1	4	-6	8	1	20	-15	0	0	11
Cc1ccc(S(=O)(=O)NCc2nc3ccccc3[nH]2)cc1	-1	-15	-4	1.1	-7	9	6	-1	-1
COCCOC(=O)C1=C(C)NC2=C(C(=O)CC(C)(C)C2)C1c1cc2c(cc1Br)OCO2 (configuration not stated)	-3	-6	4	0.9	18	8	5	-17	4
COc1cc(OC)c(NC(=O)Cn2cccc2)cc1Cl	-3	-6	0	0.9	10	13	6	2	10
CCCN(CCO)Cc1ccc(Cl)c(Cl)c1	2	-10	4	0.9	7	11	6	3	-2

Following part.
SMILES	JNK3 blocker	Cdc25B inh	Jurkat viability	TNAP act mid DEA	HEK293 NFkB inh	PKA kinase inh	ROCK2 inh	MMP13 inh	MKP-1 inh
O=C(NCC1CCCO1)C1CCC(=O)N1CCc1ccccc1 (configuration not stated)	1	2	2	1	20	6	6	4	0
N#CC1=C(N)SC2(CCCCC2)SC1c1ccccc1 (configuration not stated)	1	-5	10	0.9	7	-2	3	1	22
Cc1nnc(C)n1/N=C/c1ccc2c(c1)OCCO2	-4	-3	4	0.9	24	3	0	-9	-1
O=C(NCc1ccc2c(c1)OCO2)C1CCC(CNc2c(N3CCCC3)c(=O)c2=O)CC1 (configuration not stated)	-7	-20	1	0.9	14	6	5	2	13

Four entries picked at random from the list so far:
SMILES	JNK3 blocker	Cdc25B inh	Jurkat viability	TNAP act mid DEA	HEK293 NFkB inh	PKA kinase inh	ROCK2 inh	MMP13 inh	MKP-1 inh
Cc1ccc(NC(=O)c2cc(-c3cccc(O)c3)on2)cc1C	-4	0	1	0.8	-9	11	7	-1	-4
Cc1ccc(-c2csc3ncnc(-n4nc(C)cc4N)c23)cc1	1	-3	4	0.9	11	10	7	-2	-6
N#Cc1nc(-c2ccco2)oc1NCc1ccc(F)cc1	9	-15	-1	0.9	22	11	8	-60	-18
CCOc1cc(C)c(S(=O)(=O)N2CCCC2)cc1C	-1	-7	5	1	11	2	-2	7	23
